# Screening data deposited in PubChem by several laboratories.
# PvdQ acylase: P. aeruginosa PvdQ acylase inhibition. 0.063% of 340,000 active. inhibition, % at 10 µM. purified PvdQ acylase, fluorescence plate reader; in the data active means inhibition above about 30%, passing the limit was not always enough;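 further: 0% = vehicle neutral wells and 100% = reference inhibitor wells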
# Cardiac RTF inh: cardiac RTF calcium desensitization; P19429+P45379; IANBD-labeled cardiac RTF, Ca2+ fluorescence; inhibition, % at 7.15 µM; 0.12% of 340,000 active; AID 493244;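 active means inhibition above the mean inhibition of all tested compounds plus 3 SD, cut at about 17% in these data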;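 further: assay run at fixed EC70 calcium of 1.6 mM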
# Rtt109 Vps75: C. albicans Rtt109 histone acetyltransferase inhibition | 0.16% of 330,000 active | purified Rtt109/Vps75, ThioGlo CoA-SH fluorescence, 4 h | inhibition, % at 34.9 µM;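 active means inhibition of at least 50% in every replicate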
# CDK5 p35 inh: CDK5/p35 (human) kinase inhibition | Q00535+Q15078 | Recombinant CDK5/p35, ADP-Glo luminescence, 60 min | inhibition, % at 10 µM | 0.01% of 330,000 active | AID 488839;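 active means highest replicate inhibition of at least 50% and at least 75% of replicates reaching 50%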;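 further: plate controls were DMSO neutral control for no effect and GW8510 at 10 µM for full effect; many of its hits are not listed in these tables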
# Keap1 Nrf2 FP: disrupts human Keap1 binding to Nrf2 peptide; Q14145; Keap1 Kelch-Nrf2 peptide fluorescence polarization, 1536-well; inhibition, % at 9.4 µM; 0.15% of 340,000 active; in the data active means inhibition above about 12%;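 further: human Keap1 Kelch domain with fluorescein labeled Nrf2 9mer peptide probe; 0% = neutral control wells and 100% = peptide positive control; higher means more block of Keap1 binding to Nrf2 peptide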
# Target sequence (Q14145 whole entry, looked up, the tested form may be a part): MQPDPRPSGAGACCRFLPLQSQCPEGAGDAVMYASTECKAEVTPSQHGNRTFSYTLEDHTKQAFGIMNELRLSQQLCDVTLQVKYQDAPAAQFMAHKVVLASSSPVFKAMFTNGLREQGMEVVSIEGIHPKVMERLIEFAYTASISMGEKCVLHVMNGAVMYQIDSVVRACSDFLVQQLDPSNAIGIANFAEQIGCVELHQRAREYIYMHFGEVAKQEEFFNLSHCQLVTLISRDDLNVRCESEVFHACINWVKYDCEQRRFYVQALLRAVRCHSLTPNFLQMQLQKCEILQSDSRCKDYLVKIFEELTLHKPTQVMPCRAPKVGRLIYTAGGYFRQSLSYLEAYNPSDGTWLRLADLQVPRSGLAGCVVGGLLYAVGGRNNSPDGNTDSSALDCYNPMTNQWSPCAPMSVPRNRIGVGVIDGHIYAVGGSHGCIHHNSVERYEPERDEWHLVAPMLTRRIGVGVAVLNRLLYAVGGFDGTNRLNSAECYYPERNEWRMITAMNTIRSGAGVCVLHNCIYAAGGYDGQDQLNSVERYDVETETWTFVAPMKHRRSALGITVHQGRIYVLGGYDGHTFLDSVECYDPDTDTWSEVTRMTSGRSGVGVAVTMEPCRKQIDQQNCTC
# NSD2 HMT inh: blocks human histone methyltransferase NSD2; O96028; 0.54% of 310,000 active; inhibition, % at 12.5 µM; NSD2 peptide methylation, AlphaScreen, 120 min; in the data active means inhibition above about 50%
# C-LANA FP: KSHV C-LANA DNA binding inhibition; 0.078% of 340,000 active; MBP-C-LANA/FAM-LBS DNA binding, fluorescence polarization; inhibition, % at 9 µM;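 active means highest replicate inhibition at or above 60% at 9 µM, even if other replicates fall short; inactive means all replicates below 60% inhibition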;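 further: 0% = neutral control wells and 100% = 4 µM acridine orange control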
# dFosB activator: activators of mouse delta FosB homodimer | purified delta FosB, TAMRA-CDK5 oligo fluorescence polarization; percent of positive-control signal above neutral wells | activation, % at 25 µM | AID 493131 | P13346 | 0.99% of 340,000 active;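 active means mean activation above about 17%, with every replicate also reaching it, limit read from the data, passing the limit was not always enough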;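 further: fluorescence polarization rise as delta FosB binds a TAMRA Cdk5 AP-1 oligo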
# Target sequence (P13346 whole entry, looked up): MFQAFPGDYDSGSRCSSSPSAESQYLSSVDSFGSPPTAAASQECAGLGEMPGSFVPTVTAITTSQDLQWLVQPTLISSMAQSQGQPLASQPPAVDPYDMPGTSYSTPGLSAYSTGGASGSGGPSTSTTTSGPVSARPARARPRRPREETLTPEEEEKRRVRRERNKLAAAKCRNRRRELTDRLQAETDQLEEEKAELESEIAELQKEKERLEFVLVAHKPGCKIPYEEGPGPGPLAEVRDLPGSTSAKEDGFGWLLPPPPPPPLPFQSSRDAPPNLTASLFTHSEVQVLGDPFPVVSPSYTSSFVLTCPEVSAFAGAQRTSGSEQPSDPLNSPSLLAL
# Mot1-301 SUMO: SUMOylation pathway inhibition by Mot1-301 growth rescue; S. cerevisiae Mot1-301 growth rescue, ATP luminescence, 38.5C; percent above DMSO median, 100 means doubled; growth rescue, % at 18.8 µM; 1% of 320,000 active; AID 2716;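 active means every valid replicate shows activation above 250% relative to neutral control wells; inactive means the rest, any valid replicate at or below 250%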;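 further: OY570 slx delta 5 strain wells were the positive control but not used for scaling; some compounds called inactive have numbers as strong as hits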
# PfHsp90 yeast 2: reduces growth (ATP signal) of yeast expressing P. falciparum Hsp90; inhibition, % at 9.4 µM; S. cerevisiae expressing PfHsp90, BacTiter-Glo ATP, 48 h; yeast lacking PDR1 and PDR3 efflux regulators; 0.32% of 310,000 active;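 active means every replicate shows inhibition above about 80%, whatever the replicate mean, limit read from the data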;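 further: 0% = DMSO neutral controls and 100% = 20 µM radicicol positive controls; yeast relying on Plasmodium falciparum Hsp90 in place of its own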
# cardiac RTF act: cardiac RTF calcium sensitization; activation, % at 7.2 µM; IANBD-labeled TnC RTF fluorescence at EC20 calcium; 0% EC20 calcium, 100% full calcium; 0.24% of 340,000 active; P19429+P45379;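 active means activation above the mean over all tested compounds plus 3 SD, cut at about 30% in these data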;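 further: rise in fluorescence read as greater calcium sensitivity of cardiac thin filaments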
# Active calls of the source: *; . = not tested or not shown; & = joins results of further samples.
SMILES,PvdQ acylase,Cardiac RTF inh,Rtt109 Vps75,CDK5 p35 inh,Keap1 Nrf2 FP,NSD2 HMT inh,C-LANA FP,dFosB activator,Mot1-301 SUMO,PfHsp90 yeast 2,cardiac RTF act
O=C(Nc1nccs1)c1ccc(Cl)c([N+](=O)[O-])c1,-2.8,-4.7,1.1,1.8,3.9,1.5,-0.9,3.9,13.0,2.7,-11.6
CCOC(=O)Cc1csc(NC(=O)/C=C\c2ccccc2)n1,-5.6,-12.8,-2.0,0.4,-1.4,2.8,0.2,-2.7,0.3,-39.5,4.2
Oc1cc(NCCN2CCOCC2)cc2cccnc12,0.6,-9.7,4.1,3.3,17.9*,.,10.9,-1.7,35.3,7.4,0.3
NC(=O)N1c2ccccc2CC(=O)c2ccccc21,3.4,-5.9,2.9,-0.3,-0.9,.,3.2,2.0,-1.0,-2.2,-1.1
O=C1CC(N2CCN(c3ccc(Cl)c(Cl)c3)CC2)C(=O)N1 (configuration not stated),-9.1,0.7,1.6,0.2,-3.5,2.5,-0.2,1.2,-17.9,-3.9,0.9
Cn1nc(C(=O)OCC(=O)c2ccccc2)c2ccccc2c1=O,-10.4,-3.5,2.2,-0.5,-5.0,0.8,2.2,-15.5,24.2,8.4,-3.8
CCOC(=O)c1[nH]c2ccc(OC)cc2c1NC(=O)/C=C/c1ccc2c(c1)OCO2,-9.8,0.3,-7.4,-1.8,2.3,-2.8,-0.2,1.6,-28.7,-3.6,-3.4
COc1ccccc1CNC(=O)C1CCC(CNC(=O)[C@@H]2Cc3ccccc3CN2)CC1 (some centres not stated),3.0,-0.5,12.5,2.0,3.8,-4.6,5.7,-13.0,0.4,-0.3,-1.9
FC(F)(F)c1cccc(N2CCc3cn[nH]c32)c1,1.9,0.2,-3.2,1.0,-3.0,2.7,-1.4,-4.0,-13.1,-20.4,-5.2
COc1ccc(OCC(=O)Nc2ccc(N3CCOCC3)cc2)cc1,-1.3,-1.1,2.9,-2.3,2.8,.,0.7,5.0,-4.2,0.9,-1.0

# By substructure, those above containing a halogen.
SMILES,PvdQ acylase,Cardiac RTF inh,Rtt109 Vps75,CDK5 p35 inh,Keap1 Nrf2 FP,NSD2 HMT inh,C-LANA FP,dFosB activator,Mot1-301 SUMO,PfHsp90 yeast 2,cardiac RTF act
O=C(Nc1nccs1)c1ccc(Cl)c([N+](=O)[O-])c1,-2.8,-4.7,1.1,1.8,3.9,1.5,-0.9,3.9,13.0,2.7,-11.6
O=C1CC(N2CCN(c3ccc(Cl)c(Cl)c3)CC2)C(=O)N1 (configuration not stated),-9.1,0.7,1.6,0.2,-3.5,2.5,-0.2,1.2,-17.9,-3.9,0.9
FC(F)(F)c1cccc(N2CCc3cn[nH]c32)c1,1.9,0.2,-3.2,1.0,-3.0,2.7,-1.4,-4.0,-13.1,-20.4,-5.2

# Going on with the list:
SMILES,PvdQ acylase,Cardiac RTF inh,Rtt109 Vps75,CDK5 p35 inh,Keap1 Nrf2 FP,NSD2 HMT inh,C-LANA FP,dFosB activator,Mot1-301 SUMO,PfHsp90 yeast 2,cardiac RTF act
COCCNC(=O)CN(c1ccc(C)cc1)S(=O)(=O)c1ccc(SC)cc1,-4.5,-5.4,-17.5,-1.7,2.4,30.7,-0.5,-0.8,-11.9,3.6,0.2
COc1cc2c(cc1OC)CN(CC(=O)Nc1cccc(C(F)(F)F)c1)CC2,-25.5,-6.1,2.2,-5.0,-6.6,-1.0,-0.1,-6.6,-22.2,1.9,-3.7
Cc1nc(-c2ccccc2)sc1C(=O)CSc1ccccc1,-13.1,-2.1,10.5,-0.9,-2.0,1.5,0.0,-3.2,-17.5,.,-0.2
CCOc1ccccc1-c1cc(C(=O)N/N=C/c2ccc3c(c2)OCO3)c2ccccc2n1,1.1,-0.9,-7.7,-4.1,-3.0,-5.2,0.5,3.3,.,3.9,4.8
Nc1ccccc1C(=O)/C=C/c1ccc2c(c1)OCO2,-1.6,-0.2,-0.7,3.1,-0.2,.,0.4,1.1,-1.7,13.4,-1.5
CCOC(=O)c1cnn(-c2nc3c(C)cccc3s2)c1C(F)(F)F,-0.8,2.2,-5.9,0.2,-2.4,-6.9,-1.8,2.6,-1.3,25.6,-6.1
COC(=O)C1=C(C)NC(C)=C(C(=O)OC)C1C(=O)OCC(=O)N1c2ccccc2CC1C (configuration not stated),-14.0&-2.6,-1.2&-7.5,1.5&-6.6,-1.6&0.5,-1.0&-1.9,-0.6&-4.4,0.0&0.3,-5.0&-1.2,212.3,5.0&-22.0,-4.5&-0.1
COc1ccc(CNC(=O)[C@@H](NC(=O)C2CCN(C(=O)[C@@H](N)Cc3ccccc3)CC2)C(C)C)cc1,5.3,-5.5,20.6,2.4,-4.6,3.0,0.1,-9.3,186.1,-10.7,0.1
CC(C)c1ccc(-c2nnn(CC(=O)N3CCCCC3)n2)cc1,-13.0,-4.9,-3.1,-2.0,-4.1,-3.6,-1.2,-0.9,3.6,-16.4,0.0
O=C1c2ccccc2S(=O)(=O)c2cc(N3CCN(c4ccccn4)CC3)ccc21,-10.5,-14.3,-0.6,0.6,3.9,.,3.7,-10.3,10.1,-6.0,-0.5
Cc1ccc(S(=O)(=O)N2CCOC23CCN(S(=O)(=O)c2cccs2)CC3)cc1,3.1,-5.4,-0.2,0.9,2.8,-1.3,-0.5,-0.5,-16.1,-3.6,-8.1
COCCN(CCOC)C(=O)c1c[nH]c2ccc(S(=O)(=O)N(C)c3ccc(F)cc3)cc2c1=O,-4.6,-4.4,5.4,2.9,2.7,-0.6,0.5,-17.1,-11.8,9.8,-3.1
CN(c1ccc(C(=O)Nc2cccc([N+](=O)[O-])c2)cc1)S(C)(=O)=O,-4.4,-7.5,6.2,-5.0,-1.7,2.2,0.8,-1.7,-6.1,14.6,2.4
O=S(=O)(NCCc1ccccc1)c1cccc2cccnc12,1.1,2.9,4.3,1.7,-1.6,-3.6,-0.8,5.7,2.1,-4.1,2.2
Cc1ccc(CNc2ncnc3c2cnn3C2CCCCO2)cc1 (configuration not stated),16.2,3.3,-4.4,0.7,0.3,-0.2,-0.2,-3.8,.,6.1,-1.3
O=[N+]([O-])c1cccc(CNCc2ccccc2)c1,10.1,-5.1,-6.0,-0.7,0.2,2.7,0.2,-7.7,-15.4,.,-1.1
O=C(CSc1nnc(CN2CCCC2)n1-c1ccccc1)c1ccc2c(c1)OCO2,-5.9,1.8,-5.8,0.5,-3.8,-1.3,1.1,-1.1,1.8,.,0.8
Cn1c(=O)c2nc(-c3ccccc3)c(-c3ccccc3)nc2n(C)c1=O,-8.9,-3.2,-41.0,0.9,-5.0,-5.4,0.6,-0.3,-9.7,5.1,6.1
NC1=NC(=O)C(=Cc2ccccc2)S1,3.6,-1.5,10.3,1.9,-4.3,-2.2,0.7,-10.0,.,-15.8,-0.9
O=C(COc1c(Br)cc(Br)c2cccnc12)Nc1ccccc1F,-15.1,-2.3,5.7,-2.2,-2.3,3.1,-0.9,-10.9,-18.4,-15.4,4.5
Cc1cc(OC(C)C(=O)Nc2ccc(S(=O)(=O)Nc3onc(C)c3C)cc2)cc(C)c1Cl (configuration not stated),-9.3,0.8,16.4,-3.5,-4.4,1.1,0.3,-8.5,-7.5,-8.6,-1.4
CCCNC(=O)Nc1ccc(C)cc1C,2.3,-1.6,18.7,-0.1,0.4,20.9,-1.9,4.1,543.3,1.7,-8.5
COc1cc(C(=O)OCC(=O)NCCN2C(=O)CSC2=O)ccc1OCc1c(C)noc1C,-7.4,-7.8,1.1,-0.6,-3.1,-3.4,1.6,-0.6,7.1,.,12.6
CCCn1cc2c(c1-c1ccc(C)cc1)c(=O)n(C)c(=O)n2C,-14.8,4.3,.,0.1,-0.3,2.4,-0.8,-2.2,736.4,15.1,-0.4
COc1ccc(C(=O)COc2ccc(C)cc2NC(C)=O)cc1,-2.0,.,1.2,1.4,-0.1,-3.0,-0.7,3.3,8.3,-4.0,.
CCOC(=O)N1CCC(O)(c2cc(C)c(C)cc2C)CC1,3.7,-5.6,-1.1,0.1,-0.9,-0.5,1.9,-5.0,-12.1,5.6,-2.4
CCOC(=O)c1ccc(CNC(=O)CSc2nc(NC(=O)c3ccccc3)c3c(C)c(C)oc3n2)cc1,-25.3,-1.0,-20.7,0.0,-5.9,6.7,-0.2,5.1,-0.6,.,0.7
CCc1nnc(NC(=O)CN2CCC(O)(c3ccccc3OC)CC2)s1,-16.9,-2.9,-2.6,1.3,-3.7,-1.9,0.4,-3.5,-11.1,-8.0,-2.8
COc1ccc(-n2c(Cc3cccs3)nnc2SCC(=O)Nc2ccc3c(c2)OCCO3)cc1,-9.0,3.2,25.6,0.1,-6.4,1.5,-1.0,-15.5,-22.1,4.4,1.7
CC(=O)NC(Cc1cccc(F)c1)C(=O)NC1CCN(C(=O)c2cccc(C)c2)CC1 (configuration not stated),-15.7,-12.7,-14.1,0.5,-3.9,3.1,-1.2,-3.1,7.7,14.1,10.4
CCCCC(=O)NC(Nc1sc2c(c1C(N)=O)CCCC2)(C(=O)OCC)C(F)(F)F (configuration not stated),-13.8,-12.6,1.7,1.2,-0.7,0.5,0.4,4.0,1.4,8.8,-0.7
O=C(O)CCc1ccc(S(=O)(=O)N2CCOCC2)cc1,-16.4,-7.0,-1.6,-0.9,-2.6,6.4,2.2,4.0,-5.0,-59.5,1.4
CCc1cccc2[nH]c3cc([N+](=O)[O-])ccc3c12,1.1,-0.5,-3.7,-0.3,6.7,-0.3,0.0,6.5,-4.2,8.0,-2.0
O=C(COC(=O)C1(c2ccc(F)cc2)CCCC1)Nc1ncc(C(F)(F)F)cc1Cl,-1.8,3.6,0.7,1.0,4.7,2.0,1.0,-5.0,13.1,-6.9,-3.9
C=CCNC(=S)NNc1nc2c(c(=O)[nH]1)C1(CCCCC1)Cc1ccccc1-2,1.5,0.7,-2.0,1.5,-6.2,0.3,0.9,-6.2,-8.4,-12.4,-3.4
Cn1c(NC(=O)c2ccccc2C(F)(F)F)cc(=O)n(C)c1=O,-10.6,-1.4,-6.9,-1.1,-8.0,.,0.7,-5.2,-10.7,10.7,-5.2
CC(Nc1cc(N2CCCC2)ccc1[N+](=O)[O-])c1ccccc1 (configuration not stated),-16.1,-6.8,-1.7,-1.7,3.2,2.2,1.8,3.9,-2.2,-19.0,-4.2
CCn1nc(C)c(CNC(=O)C2CCC(=O)N(CCc3ccc(OC)cc3)C2)c1C (configuration not stated),0.8,-6.9,-1.4,0.2,0.3,8.2,1.6,-7.4,142.7,10.3,-6.2
O=C1C(CCCNC(=S)NCc2ccccc2)NC(=S)N1Cc1ccccc1 (configuration not stated),-16.2,-1.2,0.8,3.3,-0.8,2.8,0.0,-3.6,-15.4,-6.3,4.9
Cc1ccccc1C(=O)NC1CCCN(Cc2ccccc2F)C1 (configuration not stated),-11.8,-7.6,-0.4,-1.8,-8.6,-0.3,-1.4,-7.9,-34.7,10.4,7.0
COc1cccc(NC(=O)COC(=O)c2sccc2C)c1,-5.2,1.6,-7.7,0.3,-1.6,-2.1,0.8,-3.9,24.5,2.0,-2.0
CCN(CC(=O)NCc1cccs1)C(=O)CCCOc1ccccc1,-5.8,4.1,-12.5,1.6,-3.8,-3.8,0.1,6.9,-18.0,.,-1.3
